MmCpn inh: Inhibitors of TCP-1 ring complex (TRiC) of Methanococcus maripaludis (MmCpn): qHTS. Chaperonin Mm-Cpn (Methanococcus maripaludis). purified Mm-Cpn ATPase, ADP Transcreener TR-FRET. Potency, µM (highest dose often 76.9 µM), for inactives: top-dose activity, negative = inhibition, hits mostly inhibitors. 330,000 compounds, 0.031% hits; note: potency is the fitted concentration of half-maximal effect; % is set by controls: 0 for no effect and ±100 for the full control effect; nearly all actives have a fitted effect of over 80% in size
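ATP (10 uM final) was added to archaeal chaperonin (25 nM final) after 10 min exposure to test compound at 37°C; after 30 min further incubation, ADP was detected by competitive TR-FRET.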
D3 antag: qHTS of D3 Dopamine Receptor Antagonist: qHTS. D(3) dopamine receptor (Homo sapiens), P35462. D3R cells, DiscoveRx beta-arrestin luminescence, antagonist mode; stronger effect = lower value. max response, negative = inhibition, %. 360,000 compounds, 2.5% hits; in the data active = max response below about -50%; inconclusive = no clear call, values can overlap the other calls; note: % is set by controls: 0 for no effect and ±100 for the full control effect; mostly tested at two doses, the higher about 12 µM
Target sequence (P35462 whole entry, looked up): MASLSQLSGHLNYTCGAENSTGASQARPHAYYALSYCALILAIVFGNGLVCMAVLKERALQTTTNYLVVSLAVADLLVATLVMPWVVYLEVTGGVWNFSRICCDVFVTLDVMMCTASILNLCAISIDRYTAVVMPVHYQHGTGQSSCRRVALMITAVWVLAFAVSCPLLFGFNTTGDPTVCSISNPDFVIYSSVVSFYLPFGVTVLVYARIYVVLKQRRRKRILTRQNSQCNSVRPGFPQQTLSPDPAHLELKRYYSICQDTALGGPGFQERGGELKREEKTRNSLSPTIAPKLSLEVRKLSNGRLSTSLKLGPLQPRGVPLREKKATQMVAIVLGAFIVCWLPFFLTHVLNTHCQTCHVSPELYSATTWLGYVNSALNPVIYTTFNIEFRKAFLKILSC
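Cells expressing the human receptor were seeded at 1500 cells/well, incubated overnight at 37 degrees C in 5% CO2, then exposed to library compounds with dopamine controls for 90 minutes at 37 degrees C before luminescent detection.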
D3 ag: qHTS of D3 Dopamine Receptor Agonist: qHTS; D3R DiscoveRx beta-arrestin cells, luminescence, 90 min; max activation, %; 410,000 compounds, 0.58% hits; in the data active = max activation above about 30%; note: 0% is about no effect; mostly tested at two doses, the higher about 12 µM
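Agonist-mode cell screen: cells plated at 1500/well and incubated overnight at 37 °C, then exposed to library compounds for 90 min at 37 °C. Detection reagent was added for 30–60 min at room temperature, and luminescence was read.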
EPAC2 antagonist: qHTS for Antagonist of cAMP-regulated guanine nucleotide exchange factor 2 (EPAC2): primary screen; Potency, µM (titrated, usually from 114 µM), without a hit: at the highest dose activity, negative = inhibition, actives largely listed as inhibitors; 360,000 compounds, 0.18% hits; Rap guanine nucleotide exchange factor 4 (Homo sapiens), Q8WZA2; EPAC2 GEF exchange of Rap1B-BODIPY-GDP, fluorescence; note: potency is the fitted concentration of half-maximal effect; % is set by controls: 0 for no effect and ±100 for the full control effect; nearly all actives have a fitted effect of over 45% in size; many of its hits are not listed in these tables
CCT chaperon mod: High-Throughput Screening for Modulators of Cytosolic Chaperonin Activity; activity change, % (concentration not given with the values), hits read low; purified chaperonin ATPase assay, HTRF ADP detection, 30 min; 360,000 compounds, 0.3% hits; AID 651819, 2012; in the data active = activity change below about -30%; note: % is set by controls: 0 for no effect and ±100 for the full control effect
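Nucleotide hydrolysis assay: TRiC at 20–40 nM final (set by batch activity) with 10 uM ATP, 30 min at 37 °C, in presence of 76 uM compound. Detection by competitive ADP HTRF, 30 min ambient.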
PTHR1 ag: qHTS for PTHR1 Agonists: Primary Screen. Parathyroid hormone/parathyroid hormone-related peptide receptor (Homo sapiens), Q03431. AID 743266, 2014. HEK293 GP2 PTHR1 cells, GloSensor cAMP luminescence, 1 h. Potency, µM (titrated, usually from 115 µM), for inactives: at the top dose activation, actives largely listed as activators. 410,000 compounds, 0.075% hits; note: potency is the fitted concentration of half-maximal effect; nearly all actives have a fitted effect of over 55% in size; some results filed as inactive show a strong effect at the top dose; inactives centre near -15; many of its hits are not listed in these tables
Target sequence (Q03431 whole entry, looked up): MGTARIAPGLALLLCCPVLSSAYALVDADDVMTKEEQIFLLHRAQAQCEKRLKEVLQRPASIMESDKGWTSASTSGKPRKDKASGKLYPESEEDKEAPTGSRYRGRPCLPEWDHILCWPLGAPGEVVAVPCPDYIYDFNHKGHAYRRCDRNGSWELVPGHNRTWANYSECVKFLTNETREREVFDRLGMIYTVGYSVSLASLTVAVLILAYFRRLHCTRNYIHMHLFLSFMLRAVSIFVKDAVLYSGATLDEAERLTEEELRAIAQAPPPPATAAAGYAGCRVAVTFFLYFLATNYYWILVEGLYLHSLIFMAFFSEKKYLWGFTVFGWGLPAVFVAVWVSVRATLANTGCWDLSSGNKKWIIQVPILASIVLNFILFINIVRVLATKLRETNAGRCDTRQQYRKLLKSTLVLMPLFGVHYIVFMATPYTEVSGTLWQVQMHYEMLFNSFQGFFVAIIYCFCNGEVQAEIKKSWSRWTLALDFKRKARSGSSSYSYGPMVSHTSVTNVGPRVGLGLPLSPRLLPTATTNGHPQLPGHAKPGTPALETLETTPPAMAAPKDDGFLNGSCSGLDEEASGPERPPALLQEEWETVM
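HEK-293-derived GP2 cells expressing PTHR1 and a GloSensor cAMP reporter, 3,000/well, plated overnight, given luciferin plus IBMX (each 0.5 mM as added) for 1 h at 37 °C, then compound for 1 h at 37 °C. Luminescence was read after 15 min at room temperature.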
pAkt inh: HTS Assay for Inhibitors of Akt Phophorylation: Primary Screen | Neuro2A IGF-stimulated pAkt S473 HTRF, 20 min; stronger effect = lower value | activity change, % for hits at 50 µM | 360,000 compounds, 0.32% hits; in the data active = activity change below about -80%; inconclusive = mostly about -51% to -80%; note: % is set by controls: 0 for no effect and ±100 for the full control effect
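Neuro2A cells (4,500/well, DMEM with 0.5% FBS) were treated with compound at a single 50 µM final concentration, stimulated with 6 nM IGF for 20 min at 37 °C, and lysed. Phospho-Akt Ser473 was read by HTRF as 665/615 ratio ×10^4.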
EPAC2 agonist: qHTS for Agonist of cAMP-regulated guanine nucleotide exchange factor 4 (EPAC2): primary screen | Rap guanine nucleotide exchange factor 4 (Homo sapiens), Q8WZA2 | EPAC2 activation, biochemical qHTS; response scale: 100% = 6.5 mM cAMP response | Potency, µM (top dose mostly 154 µM), inactives show at the top dose activation, usual class: activators | 360,000 compounds, 0.079% hits; note: potency is the fitted concentration of half-maximal effect; nearly all actives have a fitted effect of over 50% in size
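Compounds were added across a concentration range to EPAC2 (100 nM), RAP1B-BODIPY-GDP (250 nM) and GDP (50 uM). After 5 min at room temperature, fluorescence was recorded at 5-min intervals for 30 min.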
* marks the source's active call; other numbers are inactive results; i = inactive; ? = inconclusive; / = not tested or not shown; & = joins results of further samples; [ ] = dose if it differs, or a comment. Unless noted, calls come from the whole dose curve; as a rule, active = well fitted curve in the direction sought with a large enough effect; inconclusive = small, poorly fitted or top-dose-only effect, or another doubt; inactive = no such curve, though single readings can be large; an effect the other way counts as inactive or inconclusive. Only part of the results is shown; rates above refer to the full screens.

SMILES	MmCpn inh	D3 antag	D3 ag	EPAC2 antagonist	CCT chaperon mod	PTHR1 ag	pAkt inh	EPAC2 agonist
COc1ccc(C2=Nc3ccccc3NC(=O)C2N(CCCn2ccnc2)C(=O)c2cccc(S(C)(=O)=O)c2)cc1 (configuration not stated)	/	5	4	4%	-2.5	-3%	i	6%
CN(C)CCN(C(=O)c1ccc(S(=O)(=O)N(C)CC2CCCO2)cc1)c1nc2cc3c(cc2s1)OCO3 (configuration not stated)	1%	-15	-8	-6%	-0.8	-28%	i	7%
CCCCn1c(N)c(Br)c(=O)[nH]c1=O	0%	6	4	3%	0.6	-14%	i	4%
CNNC(=O)C(=O)NNS(=O)(=O)c1ccccc1	1%	29	3	3%	-0.4	i	i	2%
CC(NC(=O)c1ccc(Cl)cc1)C(=O)NC1=NCCS1 (configuration not stated)	1%	18	-6	13%	-2.0	-4%[57.5 µM]	i	0%
C/C(=N/NC(=O)CNC(=O)c1ccc2c(c1)OCO2)c1ccc2c(c1)CCCC2	4%	5	-7	3%	1.1	i	i	8%
Nc1cc(N)cc(-c2nc3ccccc3o2)c1	/	8	6	10%	-7.4	-15%	i	-1%
CCC1CCC2(CC1)SCC(=O)N2c1ccccc1 (configuration not stated)	-2%	-13	5	-6%	0.4	-16%	i	4%
Cc1occc1C(=O)Nc1cccc(Cl)c1Cl	-3%	1	0	-11%	0.5	-8%	i	11%
COC(=O)CN1C(=O)C(O)(CC(=O)c2ccc(C)cc2)c2cc(Br)ccc21 (configuration not stated)	3%	3	-1	-1%	-3.1	i	i	1%
CCOC(=O)c1sc(N)c(C#N)c1COC(=O)CNC(=O)c1cc(OC)c(OC)c(OC)c1	-2%	-19	1	-3%	-1.0	-10%[57.5 µM]	i	15%
CCC1CCC(C(=O)NC(CCSC)C(=O)NCCN(CC(C)C)CC(C)C)CC1 (configuration not stated)	1%	-15	6	2%	2.5	i	i	-10%
O=C(NCc1cc(Cl)cc(Cl)c1)c1ccc2sc([C@@H]3O[C@H](CO)[C@H](O)[C@H](O)[C@H]3O)nc2c1	/	0	-3	-8%	-2.9	-11%	i	7%
CN(C)c1cccc(-c2nnc(SCCCC#N)o2)c1	-5%	?	-1	-4%	-5.4	-16%[57.5 µM]	i	7%
CC(=O)Oc1ccc(N(C(C)=O)S(=O)(=O)c2cccs2)cc1	-1%	21	9	3%	3.4	i	i	-5%
NC(=O)c1cc(C(=O)Cc2ccc(Cl)cc2)c[nH]1	0%	-15	10	6%	-1.8	i	i	6%
O=C(NC1CC1)C1CCN(C(=O)c2ccc(Cl)cc2Cl)CC1	3%	-2	0	-3%	1.1	i	i	-3%
COc1ccc(OCC(=O)O/N=C(\N)Cc2cccs2)cc1	0%	7	2	8%	-2.9	18%	i	4%
O=S(=O)(NN=C1CCCCCCC1)c1ccc(Br)cc1	0%	-25	2	9%	-1.3	-19%	i	-7%
CN(CC(=O)NCC1CCCCC1)S(=O)(=O)c1ccc(Cl)cc1	0%	25	26	2%	-0.3	-13%	i	0%
CCCCn1c(N)c(N(CCOC)C(=O)C2CC(=O)N(c3cccc(SC)c3)C2)c(=O)[nH]c1=O (configuration not stated)	-5%	-10	-30	16%	1.1	5%	i	4%
FC(F)(F)c1nnc(-c2ccccc2)nc1Oc1ccc(Cl)cc1Cl	1%	0	6	-3%	0.0	-66%[inhibitor][57.5 µM]	i	11%
O=C(/C=C/c1ccco1)NCC1COc2ccccc2O1 (configuration not stated)	0%	10	18	7%	-1.8	-16%	i	2%
Cc1ccc(-c2nc(CNC(=O)c3cc(C)on3)cs2)cc1	-4%	0	10	-8%	-1.5	-16%	i	14%
CSc1ccc(C(=O)C2CCCN(Cc3ccc(N4CCNC4=O)cc3)C2)cc1 (configuration not stated)	3%	-25	-24	-7%	0.1	-1%	i	-3%
CCCCCn1c(N)c(-c2nc3ccccc3o2)c2c([N+](=O)[O-])nn(CC)c(=O)c21	2%	0	3	4%	0.1	-13%	i	1%
Cn1c(SCc2cccc(F)c2)nnc1-c1ccccn1	0%	10	-4	-3%	-0.5	-2%[57.5 µM]	i	10%
CN1C(=O)[C@H]2[C@@H](/C=C/c3ccccc3)N3C(=O)CN(Cc4ccc(-c5ccccc5)cc4)C(=O)[C@@]3(Cc3ccccc3)[C@H]2C1=O	2%	-22	0	-9%	-0.1	-6%	i	3%
Cc1ccc(Nc2nc(COC(=O)C3CC3)cs2)cc1	0%	-1	7	-5%	0.5	i	i	9%
COCC(=O)N(Cc1cc2cccc(C)c2[nH]c1=O)c1ccccc1	-3%	-2	4	2%	-0.2	i	i	1%
CC(/C=C/c1ccccc1)=N/NC(=O)C(O)c1ccccc1 (configuration not stated)	2%	28	0	2%[57.1 µM]	1.7	-11%	i	12%
O=C(Nc1ccccc1Cl)c1ccc2nc(N3CCOCC3)sc2c1	-3%	28	3	-8%	-0.1	-5%	i	18%
O=C(NC(N1CCOCC1)C(Cl)(Cl)Cl)c1ccco1 (configuration not stated)	1%	-13	-7	3%	-1.0	i	i	2%
CCS(=O)(=O)N1Cc2ccccc2CC1C(=O)Nc1cccc(OC)c1 (configuration not stated)	-5%	12	3	-18%	-49*	-13%	i	-5%
O=C(NCCCn1ccnc1)c1noc2c1CCc1ccccc1-2	0%	-4	1	6%	-0.3	-2%[57.5 µM]	i	-2%
CCCCC(O)(CCCC)C(=O)NNc1ccccc1	-5%	-7	1	1%	-1.7	i	i	-1%
Cc1cc(S(=O)(=O)N2CCCCC2CCNC(=O)C(=O)NCc2cccnc2)ccc1F (configuration not stated)	0%	-6	-1	-6%	-2.8	-13%	i	-9%
CNCc1ccccc1OCC(=O)Nc1ccccc1	0%	-52*	-20	-7%	0.2	-24%	i	10%
Cc1cc(OC(=O)c2ccc(Cl)cc2)cc(=O)n1C	-2%	0	4	-6%	0.4	-22%[57.5 µM]	i	?
CC(=O)c1sc(NC(=O)c2ccc(Cl)cc2)nc1C	-1%	14	7	8%	0.8	i	i	15%
COc1ccc(NC(=O)CCCN2C(=O)C(c3ccccc3)Oc3cccnc32)cc1OC (configuration not stated)	-2%	-6	2&-2	-2%	-1.1	-5%&-24%	i	13%
CCCc1ccc2oc(C(=O)N(Cc3nccn3C)C(C)C)c(C)c2c1	-1%	-6	2	-2%	0.3	i	i	5%
COc1ccc(/C=N/NC(=O)c2sccc2OCc2ccc(F)cc2)cc1OC	0%	15	3	-1%	2.0	i	i	0%
O=C(N/N=C/c1ccc(Cl)cc1)c1n[nH]c2c1CCCC2	2%	-26	-4	-2%	-1.9	i	i	5%
COC(=O)c1[nH]c2cccc(OC)c2c1NC(=O)CN1CCC(C(N)=O)(N2CCCCC2)CC1	1%	23	23	4%	-1.6	-3%[57.5 µM]	/	4%
O=C1CCc2cc(NS(=O)(=O)c3ccc(F)cc3)cc3c2N1CC3	-1%	-27	0	-24%	0.2	-5%	i	0%
CCOc1ccccc1-c1cc(-c2n[nH]c(=S)n2CC)c2ccccc2n1	-8%	9	-4	-13%	-2.9	-17%	i	13%
O=C(CN1CCN(c2ccccc2O)CC1)Nc1ccccc1C(=O)NCCc1ccccc1	0%	38	7	-7%	-2.0	-22%	i	9%
c1ccc(C2CC3CC(c4ccccc4)N2O3)cc1 (configuration not stated)	/	-10	-3	-26%	-0.5	i	i	10%
COc1ccc(C(C)=O)cc1Cn1c(C)c(C(=O)NCc2cccc(C)c2)sc1=O	/	12	2	2%	-0.2	i	i	10%
Cc1ccc2c(cnn2C(=O)CCC(=O)N2CCCCC2C)c1 (configuration not stated)	-2%	0	-5	-9%	-0.8	-19%	i	2%
S=C(Cc1ccc(-c2ccccc2)cc1)N1CCOCC1	/	-20	-14	-5%	-0.3	-26%	i	19%
C=CCn1cc(C(=O)OCC)c(=O)c2ccc(F)cc21	1%	-12	1	2%	0.0	i	i	-1%
COc1cccc(N/C(N)=N/c2nc(C)cc(=O)[nH]2)c1	1%	6	6	1%	-0.9	i	i	-2%
CCOC(=O)CSc1nc(C(C)(C)C)cc(C(F)(F)F)c1C#N	-2%	16	-1	12%	0.3	i	i	-5%
CCN(CC)CC(=O)NN(Cc1ccccc1)c1ccccc1	0%	3	2	9%	-2.1	i	i	0%
OCCNc1nc(Nc2ccc(Br)cc2)nc2ccccc12	2%	10	3	1%	-0.7	-8%	i	8%
Cc1ccc(C(=O)c2cccc(N)c2)cc1C	1%	11	1	-8%[57.1 µM]	0.1	-17%	i	13%
Cc1ccc(S(=O)(=O)N(Cc2ccc(C(F)(F)F)cc2)C(=O)N2CCN(C)CC2)cc1	-2%	0	7	14%	0.1	i	i	10%
CC(C)Oc1ccc(Nc2ncnc3ccccc23)cc1	-6%	-4	-3	25%	-3.9	-10%	i	7%
CCOC(=O)c1c(C)[nH]c(C)c1C(=O)COC(=O)c1ccc([N+](=O)[O-])s1	-4%	13	-1	-4%	1.1	i	i	-5%
O=C(/C=C/NNC(=O)c1ccc(Br)cc1)c1ccccc1	-1%	-5	-17	-7%	-1.2	-13%[57.5 µM]	i	5%

2 of the compounds above, as labelled records.
CCOC(=O)c1c(C)[nH]c(C)c1C(=O)COC(=O)c1ccc([N+](=O)[O-])s1
  MmCpn inh: -4%
  D3 antag: 13
  D3 ag: -1
  EPAC2 antagonist: -4%
  CCT chaperon mod: 1.1
  PTHR1 ag: i
  pAkt inh: i
  EPAC2 agonist: -5%
CCOC(=O)CSc1nc(C(C)(C)C)cc(C(F)(F)F)c1C#N
  MmCpn inh: -2%
  D3 antag: 16
  D3 ag: -1
  EPAC2 antagonist: 12%
  CCT chaperon mod: 0.3
  PTHR1 ag: i
  pAkt inh: i
  EPAC2 agonist: -5%
